Bioassay records: PubChem, National Center for Advancing Translational Sciences (NCATS)
TR SRC2 fluor cs – counter-screen for TRb-SRC2 inhibitors: fluorescence interference; TRb/SRC2 Texas Red total fluorescence interference; actives 0.29% (n = 280,000); Potency, µM (series often up to 106 µM), for the others: at the highest dose fluorescence change, negative = quenching; active means well fitted curve in either direction with a large enough effect; inconclusive means small, poorly fitted or top-dose-only effect
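Human TRβ ligand-binding domain (0.6 uM) and Texas Red SRC2 peptide (20 nM) in Tris buffer with 1 uM T3 and 5% DMSO were incubated with pinned compound for 5 hr at ambient temperature. Total fluorescence was computed as S + 2P (555/632 nm).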
Tau fluor cs – counter-screen for tau fibril formation inhibitors | tau K18 P301L Alexa594 fluorescence, heparin fibrillization | Potency, µM (series often up to 57.7 µM), for inactives: at the highest dose activity change, negative = decrease | actives 0.93% (n = 280,000) | AID 1463; further: nearly all actives have a fitted effect of over 55% in size
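Human K18 P301L tau (15 uM unlabeled plus 0.24 uM Alexa 594-labeled, final) in 100 mM sodium acetate pH 7 was mixed with compound and 20 uM heparin and incubated 6 hr at 37 C.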
L3MBTL1 inh – blocks human L3MBTL1; Potency, µM (highest dose often 57.1 µM), without a hit: at the highest dose activity, negative = inhibition, most hits filed as inhibitors; AlphaScreen L3MBTL1–H3K9me1 peptide binding; Q9Y468; actives 0.66% (n = 230,000); further: nearly all actives have a fitted effect of over 60% in size
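AlphaScreen assay: L3MBTL1 (50 nM final) was preincubated 30 min at room temperature with biotinylated H3(1-15)K9me1 peptide (75 nM final), then 30 min with library compounds; streptavidin donor and nickel chelate acceptor beads (10 ug/mL final) added, 30 min dark.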
GLA spleen mod – inhibitors or activators of human alpha-galactosidase in spleen homogenate; Potency, µM (titrated, usually from 80 µM), for inactives: at the highest dose activity change, negative = inhibition, actives largely listed as inhibitors; actives 0.008% (n = 240,000); P06280; human spleen homogenate, 4MU-alpha-Gal fluorescence, 40 min;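 further: 0% = enzyme with vehicle and -100% = no enzyme basal signal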
Target sequence (P06280 32-429 limits assumed): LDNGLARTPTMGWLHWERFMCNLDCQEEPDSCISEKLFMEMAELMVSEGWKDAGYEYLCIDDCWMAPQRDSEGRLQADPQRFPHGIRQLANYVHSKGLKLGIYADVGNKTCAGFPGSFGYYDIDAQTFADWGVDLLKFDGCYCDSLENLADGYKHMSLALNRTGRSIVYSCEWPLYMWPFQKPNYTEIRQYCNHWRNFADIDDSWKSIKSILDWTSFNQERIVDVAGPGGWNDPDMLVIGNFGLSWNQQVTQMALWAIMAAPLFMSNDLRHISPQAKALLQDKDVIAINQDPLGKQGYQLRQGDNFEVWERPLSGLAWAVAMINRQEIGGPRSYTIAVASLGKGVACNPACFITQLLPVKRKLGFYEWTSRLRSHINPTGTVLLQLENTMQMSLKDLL
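Human spleen homogenate (1 ug) as enzyme source, 4-methylumbelliferyl-alpha-D-galactopyranoside 1 mM final, citrate/phosphate pH 5.0 with 0.01% Tween-20. Compounds 40 min at 37C, NaOH/glycine stop; fluorescence Ex 365/Em 440, Hill-fit AC50.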
Tau fibril ThT – tau fibrillization inhibition (ThT binding). Potency, µM (highest dose often 57.4 µM), inactives show at the top dose activity, negative = inhibition, actives largely listed as inhibitors. AID 1460. P10636. actives 2.1% (n = 270,000). recombinant tau K18 P301L, heparin-induced fibrillization, ThT fluorescence; further: nearly all actives have a fitted effect of over 55% in size
Target sequence (P10636 561-689 P618L limits assumed): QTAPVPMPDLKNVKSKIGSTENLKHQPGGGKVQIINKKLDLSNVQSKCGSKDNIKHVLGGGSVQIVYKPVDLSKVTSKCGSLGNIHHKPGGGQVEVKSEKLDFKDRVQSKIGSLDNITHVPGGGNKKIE
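Using a mix of unlabeled (15 uM) and Alexa 594-labeled (0.24 uM) tau K18 P301L, heparin-triggered fibrillization over 6 hr at 37 C was scored by ThT fluorescence.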
TRb-SRC2 inh – inhibitors of human thyroid hormone receptor beta-SRC2 interaction; P10828; Potency, µM (doses to about 106 µM), for the others: at the top dose activity change, negative = inhibition, hits mostly inhibitors; actives 0.065% (n = 280,000); AID 1469; TRbeta-SRC2 peptide binding, fluorescence polarization; receptor liganded with 1 µM T3;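 further: plate controls were bound peptide for no effect and peptide without receptor for full effect; nearly all actives have a fitted effect of over 50% in size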
Target sequence (P10828 whole entry, looked up): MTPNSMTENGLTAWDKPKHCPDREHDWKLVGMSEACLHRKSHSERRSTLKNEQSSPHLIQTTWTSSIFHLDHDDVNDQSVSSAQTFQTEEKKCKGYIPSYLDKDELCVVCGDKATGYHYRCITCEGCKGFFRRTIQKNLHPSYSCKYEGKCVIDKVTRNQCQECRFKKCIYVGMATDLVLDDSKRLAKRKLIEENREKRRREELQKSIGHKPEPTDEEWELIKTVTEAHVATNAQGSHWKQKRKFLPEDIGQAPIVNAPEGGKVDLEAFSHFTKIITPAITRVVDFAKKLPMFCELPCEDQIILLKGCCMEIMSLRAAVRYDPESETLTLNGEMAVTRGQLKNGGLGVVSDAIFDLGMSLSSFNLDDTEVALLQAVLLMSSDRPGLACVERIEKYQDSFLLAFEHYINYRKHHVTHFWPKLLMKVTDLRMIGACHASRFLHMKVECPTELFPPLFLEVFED
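Fluorescence polarization of 20 nM Texas Red SRC2 peptide with 0.6 uM human TRb ligand-binding domain, in Tris buffer with 1uM T3 and 5% DMSO. Incubated 5 hr ambient; normalized to unbound and bound controls.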
Tau FP inhib – inhibitors of human tau fibril formation; K18 P301L tau heparin fibrillization, Alexa594 FP, 6 h; Potency, µM (top dose mostly 57.7 µM), for inactives: at the top dose activity, negative = inhibition, usual class: inhibitors; actives 0.39% (n = 280,000); further: nearly all actives have a fitted effect of over 55% in size
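Steps: dispense K18 P301L tau (15 uM plus 0.24 uM Alexa 594 tracer, final) in pH 7 sodium acetate; add compound; add heparin (20 uM final); incubate 6 hr, 37 C; add ThT (30 uM final); after 1 hr ambient, read FP.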
ALDH1A1 block – ALDH1A1 (human) enzyme inhibition. Potency, µM (highest dose often 75.3 µM), for inactives: top-dose activity, negative = inhibition, usual class: inhibitors. P00352. Purified ALDH1A1, NADH fluorescence, propionaldehyde substrate. actives 7.3% (n = 220,000); active means well fitted inhibition curve with a large enough effect, not every such curve was filed as active; inconclusive means small, poorly fitted or top-dose-only effect, or another doubt; inactive means no such curve, though single readings can be large or run the other way;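 further: plate controls were no enzyme wells and a reference inhibitor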
An asterisk follows results filed as active; ? = inconclusive; · = no result given; [ ] = remark or other dose. Unless noted, the call rests on the fitted dose curve; in most records, active means well fitted curve in the direction sought with a large enough effect; inconclusive means small, poorly fitted or top-dose-only effect, or another doubt; inactive means no such curve, though single readings can be large; an effect the other way counts as inactive or inconclusive. Unless noted, on the % scale 0 is the no-effect control and ±100 the full control effect; potency means the concentration at half of the fitted maximal effect. Hits appear at their usual frequency; about 8.5% have a hit in one of these screens.

Start of the data: the first four entries, to show the layout:
Below each SMILES – TR SRC2 fluor cs, Tau fluor cs, L3MBTL1 inh, GLA spleen mod, Tau fibril ThT, TRb-SRC2 inh, Tau FP inhib, ALDH1A1 block
C=CCn1c(N)cc(=O)nc1SCC(=O)Nc1ccccc1C(N)=O
    0%, 6%, -5%, 0%, -3%, -5%, 7%, 1%
CN(Cc1nccn1C)C(=O)CC1C(=O)NCCN1CC(c1ccccc1)c1ccccc1 (centres undefined)
    -1%, 3%, -8%, 6%, -5%, 2%, -2%, 1%
CCOc1ccc(N2CC(NC(=O)Cc3cccs3)CC2=O)cc1 (centres undefined)
    -3%, -5%, ·, ·, -4%, 6%, -15%, ·
Cc1ccccc1NC(=O)Cn1cc(S(=O)(=O)c2ccccc2)c(=O)c2ccccc21
    0%, -8%, ·, ·, 1%, -3%, -11%, ·

This part in full, repeating the preview:
Below each SMILES – TR SRC2 fluor cs, Tau fluor cs, L3MBTL1 inh, GLA spleen mod, Tau fibril ThT, TRb-SRC2 inh, Tau FP inhib, ALDH1A1 block
C=CCn1c(N)cc(=O)nc1SCC(=O)Nc1ccccc1C(N)=O
    0%, 6%, -5%, 0%, -3%, -5%, 7%, 1%
CN(Cc1nccn1C)C(=O)CC1C(=O)NCCN1CC(c1ccccc1)c1ccccc1 (centres undefined)
    -1%, 3%, -8%, 6%, -5%, 2%, -2%, 1%
CCOc1ccc(N2CC(NC(=O)Cc3cccs3)CC2=O)cc1 (centres undefined)
    -3%, -5%, ·, ·, -4%, 6%, -15%, ·
Cc1ccccc1NC(=O)Cn1cc(S(=O)(=O)c2ccccc2)c(=O)c2ccccc21
    0%, -8%, ·, ·, 1%, -3%, -11%, ·
Cc1cc(NC(=O)COC(=O)c2cccc(OCc3ccccc3)c2)no1
    -1%, -1%, 5%, 4%, -2%, -9%, -2%, 8%
O=C(CN1C(=O)COc2ccc(S(=O)(=O)N3CCOCC3)cc21)NCc1ccccn1
    -3%, 8%, ·, 2%, ·, -10%, 3%, ·
N=C(c1cccc([N+](=O)[O-])c1)N1CCCCCC1
    0%, -7%, 12%, -5%, -5%, -1%, -6%, 5%
COc1ccc(CCN2C(=NC(=O)C(C)C)SC3CS(=O)(=O)CC32)cc1OC (centres undefined)
    1%, -1%, -1%, -6%, 2%, 4%, ?, ·
Cc1ccc(CNC(=O)CSc2ccc(-c3cccs3)nn2)cc1
    -2%, -10%, -4%, 10%, 2%, 1%, -10%, -2%
COc1ccc(CCNC(=O)CCc2c(C)c3cc4c(C)c(C)oc4cc3oc2=O)cc1
    0%, 1%, ·, ·, ?, -3%, -1%, ·
CCN(Cc1ccccc1)C(=O)Cn1c(=O)n(-c2ccc(Cl)cc2)c(=O)c2c(C)c(C)sc21
    -2%, -20%, ·, ·, -4%, -9%, -11%, ·
Cc1cnn(-c2cc(N/N=C/c3ccccc3F)ncn2)c1
    -2%, -1%, 29%, -4%, -6%, -23%, 6%, -7%
CCOC(=O)c1[nH]c2ccc(C)cc2c1N
    0%, -13%, 2%, 7%, ?, 1%, 3%, ?
CCN(CC)C(=O)Cn1c(=O)cc(C)c2c(C)nn(-c3cccc(Cl)c3C)c21
    -6%, -6%, ·, ·, -2%, -4%, -3%, ·
Cc1cc(NC(=O)CS(=O)(=O)c2cn(Cc3ccccc3Cl)c3ccccc23)no1
    0%, -15%, -6%, 2%, -23%, 6%, 13%, ?
Cc1n[nH]c(C)c1S(=O)(=O)N(CC(=O)Nc1ccc(C(F)(F)F)cc1)c1ccc(C(C)C)cc1
    -1%, ?, ·, ·, 2%, 4%, ?, ·
Cc1ccccc1Nc1nccc(N(C)C)c1C#N
    -4%, 0%, -5%, 1%, -2%, 4%, -2%, -14%
O=C(CC(c1ccccc1)c1cc(Cl)ccc1O)NCCN1CCOCC1 (centres undefined)
    -3%, -20%, ·, -8%, ·, -1%, 6%, ·
CC(=O)Nc1ccc(NC(=O)C(C)OC(=O)c2ccc(C)s2)cc1 (centres undefined)
    0%, -10%, -6%[11.4 µM], 5%, -3%, 2%, 0%, ?
COc1cc(NS(=O)(=O)c2ccc(Br)s2)cc(OC)c1
    2%, -28%, 8%, 3%, -12%, 1%, 3%, 2%
Cc1ccc(NC(=O)CN(C)C(=O)COc2ccc(C(=O)c3ccc(F)cc3)cc2)cc1
    -4%, ?, -5%, -8%, -16%, -8%, 4%, -3%
Cc1onc(-c2ccc(Cl)cc2Cl)c1C(=O)/C=C/N(C)C
    0%, -1%, 6%, 11%, -4%, 2%, 7%, ·
CN(C)CCCN1C(=O)C(=O)/C(=C(/O)c2ccncc2)C1c1cccnc1 (centres undefined)
    1%, 1%, 11%, 5%, -1%, 0%, -2%, -3%
COc1ccccc1C(=O)NCc1ccc2c(c1)OCO2
    -4%, 1%, -3%, -2%, -5%, 0%, -1%, -1%
CN(C)c1nc(N)nc(CSc2nc3cc(Cl)ccc3o2)n1
    -6%, 0%, 12%, 1%, -12%, 2%, -1%, 3%
COc1ccc(CCNC(=O)CCCCn2c(=O)c3ccccc3n(CC(=O)Nc3c(C)cccc3C)c2=O)cc1OC
    10%, -4%, ·, ·, 10%, 6%, -4%, ·
COc1nc(C)c2cc(C)oc2n1
    -5%, -3%, 8%, 4%, 2%, 7%, 10%, 17%
CCOC(=O)C1=C(C)NC(C)=C(C(=O)OCC)C1C(=O)OCC(=O)N(C)C1CCS(=O)(=O)C1 (centres undefined)
    -4%, -1%, 6%, -6%, -4%, 0%, 0%, 6%
O=c1[nH]c(-c2ccco2)nc2sc3c(c12)CCCC3
    -1%, -15%, 3%, -6%, -19%, 1%, 0%, ?
CN(C)c1ccc(N=NS(=O)(=O)O)cc1
    -3%[201 µM], ·, ·, -4%, ·, -6%[201 µM], ·, 10µM*
O=C(NCCN1CCOCC1)Nc1ccccc1
    -5%, -6%, ·, 0%, -1%, -5%, 3%, 4%
CCN=C1SC(C(=O)Nc2cccc(C(=O)O)c2)CC(=O)N1CC (centres undefined)
    0%, 6%, -6%, 23%, 8%, -21%, 7%, 7%
O=[N+]([O-])c1ccc2nc(-c3ccccn3)[nH]c2c1
    -6%, -22%, ?, 10%, ?, -24%, ?, ·
Cc1cc(C(=O)NN)c(C)o1
    0%, -9%, ·, 6%, ?, -4%, -3%, -7%
CCOc1ccc(NC(=O)c2cc3cc4cc(OC)ccc4nc3s2)cc1
    0%, -23%, ·, ·, ?, -1%, -16%, ·
CCOc1ccc(-n2c(SCC(=O)Nc3cccc(Cl)c3)nc3c(oc4ccccc43)c2=O)cc1
    -3%, -21%, ·, ·, -10%, -2%, -15%, ·
CC(=O)c1cc2cc(O)ccc2o1
    -2%, -4%, -7%, ?, -1%, -4%, -3%, ?
CCOC(=O)C(/C=N/c1cc(C)nn1-c1ccccc1)=C(\C)O
    3%, -3%, ·, 4%, -1%, 4%, 0%, -1%
O=C1C2=C(Nc3ccccc3SC2c2ccc(Cl)c(Cl)c2)c2ccccc21 (centres undefined)
    -1%, ?, ·, ·, ?, 3%, ?, ·
O=C(O)c1ccc2c(c1)N(Cc1ccccc1)C(=O)c1ccccc1S2
    0%, ?, ·, 4%, ·, -6%, 0%, ·
NS(=O)(=O)c1ccc(CCNC(=O)CSc2nnc3ccccn23)cc1
    -2%, 1%, -3%, 6%, 2%, -7%, -7%, -11%
c1ccc(-n2ncc3c(NC4CCCCCC4)ncnc32)cc1
    -2%, -17%, ·, -3%, -1%, 3%, -9%, ·
Cc1cc(C)cc(Nc2cc(C(=O)NC3CCCCC3)c3ccccc3n2)c1
    -2%, -8%, ·, ·, 6%, -3%, 1%, ·
CC(NC(=O)Cc1c(F)cccc1Cl)C1CCCO1 (centres undefined)
    2%, -6%, ·, 13%, -1%, -1%, 8%, 5%
Cc1sc2nc(SCC(=O)NCCO)n(-c3ccccc3)c(=O)c2c1C
    0%[53 µM], 1%, 2%, -4%, 1%, -1%[53 µM], -4%, ?
CN1C(=O)/C(=C/C=C2/CCCN2C)N(C)C1=S
    0%, -26%, -5%, 13%, 20µM*, -3%, ?, ?
COc1ccc(S(=O)(=O)NC(CC(=O)NCCc2ccccc2)c2ccco2)cc1 (centres undefined)
    -1%, -9%, ·, 1%, -7%, 0%, -1%, ?
O=S(=O)(Nc1cccc(-c2ccc3nncn3n2)c1)c1ccc(Cl)s1
    -4%, -12%, ·, 7%, -7%, -1%, ?, 2%
CCOc1ccc(CNC(=O)c2cnc3c(C)cccn3c2=O)cc1
    -1%, -14%, ·, ·, -13%, -3%, 5%, ·
Cc1ccc(S(=O)(=O)N(C)Cc2nc(-c3ccc(Br)cc3)no2)cc1
    -6%, -29%, ·, 1%, -12%, -2%, -13%, 2%
COc1cc(C2N(c3ccc(Cl)c(Cl)c3)C(=O)C3CCCN32)cc(OC)c1OC (centres undefined)
    -1%, -14%, 3%, -5%, -16%, 7%, 7%, ?
O=C(O)c1ccc(N/N=C/c2cc3c(cc2[N+](=O)[O-])OCO3)cc1
    -12%, -29%, ?, -4%, 14µM*, -5%, 3%, ?
CS(=O)(=O)c1ccc(Cl)c(S(=O)(=O)NCc2ccccc2)c1
    0%, 5%, ·, ?, 8%, -4%, 4%, 1%
Cc1nc2ccccc2n1CC(=O)OCC(=O)Nc1ccc2c(c1)OCCO2
    -2%, -8%, -2%, 8%, -9%, 4%, -3%, 14%
Cc1nn2c(=O)cc(CSc3nc4ccccc4[nH]3)nc2s1
    -6%, 8%, ·, -8%, 8%, -6%, 9%, 2%
O=C(CSc1nnc(CCCN2C(=O)c3cccc4cccc(c34)C2=O)n1-c1ccccc1)NCCCN1CCOCC1
    -2%, -10%, -4%, 1%, -3%, -6%, -3%, ?
CN(C)c1oc(-c2ccc(Cl)cc2)nc1S(=O)(=O)c1ccccc1
    0%, 8%, -3%, 3%, ?, 8%, ?, -4%
